# Kir21 block: inhibitors of mouse Kir2.1 inward-rectifier potassium channel. P35561. HEK293-Kir2.1, FluxOR thallium flux fluorescence; hits give low values. B-score at 10 µM. 0.85% of 310,000 active. AID 1672;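 active = fluorescence ratio B-score at or below minus 3 SD of library scores, with starting-brightness B-score within 2 SD, cut at about -4.2 in these data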;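 note: channel flux triggered by added potassium and thallium sulfate stimulus; B-score of peak minus minimum fluorescence over baseline after thallium stimulus; more negative B-score means stronger Kir2.1 block with less thallium influx; some compounds called inactive have numbers as strong as hits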
# Target sequence (P35561 whole entry, looked up): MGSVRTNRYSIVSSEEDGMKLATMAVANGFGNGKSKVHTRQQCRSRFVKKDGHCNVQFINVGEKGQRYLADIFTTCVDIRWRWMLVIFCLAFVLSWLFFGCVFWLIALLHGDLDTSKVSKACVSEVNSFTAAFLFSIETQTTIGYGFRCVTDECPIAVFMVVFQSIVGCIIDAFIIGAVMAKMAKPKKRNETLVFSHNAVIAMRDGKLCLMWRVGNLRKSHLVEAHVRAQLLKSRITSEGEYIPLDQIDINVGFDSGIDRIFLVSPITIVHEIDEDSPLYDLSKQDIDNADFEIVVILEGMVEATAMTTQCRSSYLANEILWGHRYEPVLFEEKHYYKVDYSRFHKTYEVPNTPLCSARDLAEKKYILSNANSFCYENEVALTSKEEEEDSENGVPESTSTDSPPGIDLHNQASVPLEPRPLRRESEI
# KCNQ2 block: KCNQ2 potassium channel inhibitors, primary screen, cell-based, CHO-K1, FluxOR thallium flux, B-score (AID 2156) | O88943 | 20 min; hits give low values | B-score at 10 µM | 1.1% of 310,000 active;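 active = fluorescence ratio B-score at most minus 3 library SDs, with starting brightness B-score within 2 library SDs, cut at about -5.5 in these data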
# Active calls of the source: *; i = inactive.
KCNQ2 block | Kir21 block | SMILES
i | -1.42 | COc1ccc(CN2CCn3ncc(C(=O)Nc4cc(C)cc(C)c4)c3C2=O)cc1
i | -1.36 | CC(C)C1=NN(C(=O)c2cccnc2)C(O)(C(F)(F)F)C1 (stereo unspecified)
i | -1.41 | CCN(CC)CCNC(=O)c1cc2c(-c3ccc(Cl)cc3)nn(C)c2s1
i | 2.19 | O=[N+]([O-])c1cc(NCCO)c(N2CCCCCC2)c2nonc12
i | 1.04 | O=C(NCCc1ccccn1)c1ccc(COc2ccccc2)o1
i | -0.9 | COc1ccc(S(=O)(=O)N(Cc2ccccc2)Cc2nc3ccccc3c(=O)[nH]2)cc1
i | 2.12 | Cc1ccsc1C1C2=C(CCCC2=O)Nc2ncnn21 (stereo unspecified)
i | -1.42 | Cc1onc(-c2c(Cl)cccc2Cl)c1COC(=O)c1ccc([N+](=O)[O-])cc1
i | -0.18 | C=CCc1ccc(OCCCCN2CCC(C)CC2)c(OC)c1
i | 0.81 | O=C(c1cc2cc([N+](=O)[O-])ccc2s1)N1CCCCC1
i | 0.38 | CCOc1cc(/C=C/C(=O)OCC(=O)NC2CCS(=O)(=O)C2)ccc1OCc1ccccc1 (stereo unspecified)
i | -0.28 | COCC(=O)n1nc(-c2ccccc2)nc1NCc1ccc(N(C)C)cc1
i | 1.62 | CC(=O)N1CCN(c2ccc(NC(=O)c3ccc(N4CCCC4)c([N+](=O)[O-])c3)cc2Cl)CC1
i | -0.41 | CCN1C=C(Cc2ccccc2C)C2=C(C1)C(c1ccccc1C)C(C#N)=C(N)O2 (stereo unspecified)
i | 0.03 | CC(C)(C)C(=O)Nc1nnc(SCC(=O)Nc2nccs2)s1
i | 2.61 | Cc1ccc(S(=O)(=O)N2CCOC2CNC(=O)C(=O)NCc2ccc(Cl)cc2)cc1 (stereo unspecified)
i | 1.55 | O=C(Nc1ccc2c(c1)OCO2)c1cccc(Cl)c1
i | -0.54 | COc1ccccc1CN1CCCC(CN(CCN(C)C)C(=O)c2ccc(C)cc2)C1 (stereo unspecified)
i | -2.09 | CCOC(=O)C1CCCN(C(=O)CSc2nc(C)cc(C)n2)C1 (stereo unspecified)
i | 1.66 | Cc1c(Cc2ccccc2)c(=O)oc2cc(OC(=O)c3ccccc3)ccc12
i | 0.6 | CC(C)CNC(=O)CC(=O)N/N=C/c1ccc(F)cc1
i | -1.65 | COc1cc(NC(=O)c2cccc(Br)c2)nc(OC)n1
i | -3.03 | Cc1cc(NC(=O)C2CCCN(S(=O)(=O)c3c(C)noc3C)C2)no1 (stereo unspecified)
i | 0.59 | O=C(NCCC1=CCCCC1)c1ccc2c(=O)n3c(nc2c1)CCCCC3
i | -0.82 | CC1=CC(=O)C=C(C)C1=NOC(=O)/C=C\c1ccccc1

# Continued (2 carried over from the part before).
KCNQ2 block | Kir21 block | SMILES
i | 0.59 | O=C(NCCC1=CCCCC1)c1ccc2c(=O)n3c(nc2c1)CCCCC3
i | -0.82 | CC1=CC(=O)C=C(C)C1=NOC(=O)/C=C\c1ccccc1
i | -0.06 | O=C(CSc1nc(O)c(C(c2ccccc2)c2ccccc2)c(=O)[nH]1)N1CCOCC1
i | 2.27 | CCOC(=O)c1ccc(NC(=O)NCc2ccc(OC)cc2)cc1
i | 3.37 | O=C(NCCc1ccc(F)cc1)c1cc(-c2ccncc2)nc2ccccc12
i | 0.44 | C=CCSc1nnc(NC(=O)C2CSC3(C)CCC(=O)N23)s1 (stereo unspecified)
i | 0.17 | [O-]/[N+](=C\c1ccc(F)cc1)c1ccccc1
i | 0.09 | Cc1ccc(OCc2cc(C(=O)N(C)CCc3nc4ccccc4[nH]3)no2)cc1C
i | -0.86 | COc1ccccc1N1CCN(CC(=O)c2c[nH]c3ccccc23)CC1
i | -0.68 | O=C(Nc1cccc(F)c1)NC1(C(=O)N2CCC(O)CC2)CCCCC1
i | -0.2 | Cc1cc(N2CCN(S(=O)(=O)c3ccc4c(c3)OCCO4)CC2)n2ncnc2n1
i | 0.13 | O=c1[nH][nH]c(-c2ccccc2)c1C=Nc1ccccc1Cl
i | 0.95 | COc1ccc(C(=O)C2CCCN(C(=O)c3cccc(N4CCCC4=O)c3)C2)cc1OC (stereo unspecified)
i | -2.26 | COc1ccc(C(=O)CN2C(=O)c3ccccc3C2=O)c(OC)c1
i | -0.09 | CN(CC(=O)Nc1ccc2c(c1)OCO2)S(=O)(=O)c1ccc2c(c1)CCC(=O)N2
i | -0.29 | Cc1nc(C)c(-c2csc(NCCc3ccccc3)n2)s1
i | -1.04 | Cc1ccc(S(=O)(=O)Cc2cccc(C(=O)N3CCOCC3)c2)cc1
i | 0.38 | CN1CCN(c2ccc(NC(=O)c3ccc4c(c3)OCO4)cc2)CC1
i | 1.19 | CSc1nnc(-c2ccc(S(=O)(=O)N3CCOCC3)cc2)n1C
i | -0.31 | CC(NC(=O)c1ccc(Cl)cc1)c1nnc(SCC(=O)NC2=NCCS2)n1C (stereo unspecified)
i | 0.56 | O=[N+]([O-])c1cc([N+](=O)[O-])c2nonc2c1Nc1ccccc1O
i | 0.56 | CC(C)c1ccc(NC(=O)CSc2nc(=O)n(CCCN3CCOCC3)c3c2CCC3)cc1
i | 1.32 | CCn1c(SCC(=O)NNC(=O)c2ccc(C)cc2)nnc1C1CC1
i | -0.66 | CN(C)c1nc(NC(C)(C)C)nc(NC(C)(C)C)n1
i | -1.55 | O=c1c(/C=N/O)c(Nc2ccccc2)nc2ccccn12
i | -0.96 | C=CCNc1nc(SCC=C)nc2ccsc12
i | 3.13 | COc1cc2[nH]c(=O)n(CCCC(=O)N3CC=C(c4ccccc4)CC3)c(=O)c2cc1OC

# 2 records picked at random from those above:
KCNQ2 block | Kir21 block | SMILES
i | 1.62 | CC(=O)N1CCN(c2ccc(NC(=O)c3ccc(N4CCCC4)c([N+](=O)[O-])c3)cc2Cl)CC1
i | 0.44 | C=CCSc1nnc(NC(=O)C2CSC3(C)CCC(=O)N23)s1 (stereo unspecified)

# (next part)
KCNQ2 block | Kir21 block | SMILES
i | -4.05 | COC(=O)C1=C(C)N(Cc2ccccc2)C(=NCc2cc(OC)c(OC)c(OC)c2)N[C@H]1c1ccccc1
i | 2.55 | Cc1cccc(CC(C)NC(=O)CCc2nnc(-c3ccccc3)o2)n1 (stereo unspecified)
i | -0.3 | Cn1c(=O)c2c(ncn2CC(COCc2ccccc2Cl)OCc2ccccc2Cl)n(C)c1=O (stereo unspecified)
i | -0.36 | CC1=C(C(=O)Nc2ccccc2C)C(c2ccc(C)o2)N2C(=O)CSC2=N1 (stereo unspecified)
i | 1.7 | Cc1cc(/C=N/n2cnnc2)c(C)n1-c1ccc(OCc2ccc(Cl)cc2Cl)cc1
i | -1.12 | O=C(CC1CCS(=O)(=O)C1)NC1CCCCC1 (stereo unspecified)
i | -0.35 | CC(=O)Nc1ccc2c(c1)OCCOCCOc1cc(NC(C)=O)ccc1OCCOCCOCCO2
i | -0.3 | Cc1cc(Br)ccc1NC(=O)CNC(=O)COc1ccccc1C
i | -0.41 | O=C(CSc1nc2ccccc2s1)N/N=C/c1ccc(C(=O)O)cc1
i | -0.18 | COc1ccc(CNC(=O)c2ccc(Cn3nc(C)c([N+](=O)[O-])c3C)o2)cc1
i | 0 | Cc1ccc(S(=O)(=O)NCC(=O)Nc2ccc(C(F)(F)F)cc2)cc1
i | 0.53 | O=C(CNC(=O)c1cccs1)N/N=C/c1ccc(Cl)cc1
i | 2.08 | O=C(NCCN1CCCC1=O)C1CCC(=O)N(CCc2cccc(F)c2)C1 (stereo unspecified)
i | 1.04 | CCOc1cc(-c2c(C#N)c(N)nc3c2CCCC3C)ccc1O (stereo unspecified)
i | -0.29 | COCCNC(=O)/C(C#N)=C/c1ccccc1Br
i | 1.4 | CCCN(CC1CCCO1)C(=O)c1cc(COc2cccc(OC)c2)on1 (stereo unspecified)
i | -0.62 | CCCOc1ccc(C(=O)NNC(=S)NC(=O)c2ccco2)cc1
i | -0.15 | COc1ccccc1-n1c(SCc2cc(=O)oc3cc(O)ccc23)nc2ccccc2c1=O
i | 0.07 | COc1ccccc1CNC(=O)C1CCCC1
i | -0.26 | O=c1c2ccccc2nc2n1C1(CCCCC1)Cc1ccccc1-2
i | 0.66 | O=C1[C@H]2[C@@H](/C=C/c3ccccc3)N3C(=O)CN(CCO)C(=O)[C@@]3(Cc3ccccc3)[C@H]2C(=O)N1c1ccccc1
-7.7* | -1.23 | Cc1ccc(N(CC(=O)Nc2ccccc2-c2ccccc2)S(=O)(=O)c2ccccc2)c(C)c1
i | -4.49* | C[C@@H](CN1C2=NC[C@H](Cc3ccccc3)N2C[C@H]1Cc1ccc(O)cc1)NC(=O)CCC1CCCCC1
i | -1.9 | CCOc1ccc(CCNC(=O)c2ccc3ccccc3n2)cc1OCC
i | 0.11 | O=C(Nc1ccccc1)C1=C[C@H](c2ccc3c(c2)OCO3)C[C@H](OCCCCO)O1
i | -1 | Cc1cc(NC(=O)Cn2nc(-c3ccccc3F)ccc2=O)ccc1-n1cnnn1
i | -0.15 | O=C1CC[C@@H](CN(Cc2ccccc2)Cc2cn[nH]c2-c2cc3ccccc3o2)N1
i | -0.04 | CCS(=O)(=O)c1nc(S(=O)(=O)c2ccc(Cl)cc2)c(NCc2ccccn2)s1
i | -2.1 | CCOC12CC(C)(C)CC(C)(CC3=C1C(=O)CC(C)(C)C3)C2 (stereo unspecified)
i | -0.01 | COc1ccc2ccccc2c1/C=N/NC(=O)c1cccc(Br)c1
i | -0.25 | O=C(CS(=O)(=O)c1ccccc1)Nc1nnc(-c2cccs2)o1
i | -0.26 | COc1cc(C(=O)Nn2cnnc2)ccc1OC(F)F
i | -0.5 | COc1ccc([C@H]2/C=C\CN(S(C)(=O)=O)[C@@H](C)C(=O)N2Cc2ccc(F)cc2)cc1
i | -0.37 | N#Cc1cccc(CN2CCC(=O)N([C@H](CO)c3ccccc3)CC2)c1
i | 0.01 | O=C(CSc1nnnn1-c1cccc(O)c1)NC1CC1
i | 0.38 | COc1ccc(CNc2ccccn2)c(O)c1
i | -0.65 | COc1ccc2c(=O)c(-c3ccccc3C)c(C)oc2c1
i | -1.23 | Cc1csc2c(NC3CCN(Cc4ccccc4)CC3)ncnc12
i | -0.75 | O=C(Oc1cc(=O)n2ccccc2n1)c1ccccc1
i | 0.32 | CC1=CCCC(C)(C)C1/C=C/C(C)=N/NC(=O)c1ccncc1 (stereo unspecified)
i | -0.33 | O=c1oc2ccccc2c(N2CCCCC2)c1CN1CCCC1
i | 0.01 | Cc1noc(C)c1COC(=O)C1CC(O)CN1S(=O)(=O)c1ccc(Cl)cc1 (stereo unspecified)
i | 0.86 | Cc1cc(NC(=O)CCN2C(=O)C3C4CCC(C4)C3C2=O)c(C)cc1Br (stereo unspecified)
i | -0.33 | COc1ccccc1CNC(=O)[C@H](C)NC(=O)C1CCN(C(=O)[C@@H]2CCCN2C(=O)OC(C)(C)C)CC1
i | -0.58 | COc1ccc2c(c1OC)C(=O)N(c1cccc(C)c1)C2=O
i | -0.22 | COC(=O)C1=C(C)N(C)C(=S)NC1c1cc(OC)ccc1OC (stereo unspecified)
i | 0.15 | CC(C)NC(=O)c1onc(CSc2ccccn2)c1C(=O)NC(C)C
i | 0.41 | O=C(NCCNc1ccc([N+](=O)[O-])cc1Cl)c1ccccc1F
i | 1.32 | FC(F)(F)c1cccc(Cc2noc(CN3C[C@@H]4CCC[C@H]3C4)n2)c1
i | -0.73 | CCC1COCCS(=O)(=O)N1Cc1ccccc1F (stereo unspecified)

# A section taken from the entries so far, for reference:
KCNQ2 block | Kir21 block | SMILES
i | 0.38 | COc1ccc(CNc2ccccn2)c(O)c1
i | -0.65 | COc1ccc2c(=O)c(-c3ccccc3C)c(C)oc2c1
i | -1.23 | Cc1csc2c(NC3CCN(Cc4ccccc4)CC3)ncnc12
i | -0.75 | O=C(Oc1cc(=O)n2ccccc2n1)c1ccccc1
i | 0.32 | CC1=CCCC(C)(C)C1/C=C/C(C)=N/NC(=O)c1ccncc1 (stereo unspecified)

# The listing picks up, repeating the 2 entries before the break.
KCNQ2 block | Kir21 block | SMILES
i | 1.32 | FC(F)(F)c1cccc(Cc2noc(CN3C[C@@H]4CCC[C@H]3C4)n2)c1
i | -0.73 | CCC1COCCS(=O)(=O)N1Cc1ccccc1F (stereo unspecified)
i | -1.86 | Cc1c(NP(=O)(c2ccc(Br)cc2)c2ccc(Br)cc2)c(=O)n(-c2ccccc2)n1C
i | 0.2 | Cn1cccc1C(=O)c1cccc([N+](=O)[O-])c1
i | -4.98* | COC(=O)c1c(NC(=O)C(=O)NCCCN2CCOCC2)sc2c1CCCC2
i | -2.41 | Cc1c(/C=N/Nc2nc3ccccc3[nH]2)c2ccccc2n1C
i | -0.01 | Cc1ccc(NC(=O)C2CCCN2C(=O)OC(C)(C)C)cc1C (stereo unspecified)
i | 0.92 | COCCCNC(=O)CCc1ccc(S(=O)(=O)Nc2ccc(C)cc2)cc1
i | 0.15 | O=c1c(C(c2nnnn2C2CCCCC2)N2CCCCC2)coc2ccc(Cl)cc12 (stereo unspecified)
i | 0.67 | CCn1nc(C)c(Br)c1C(=O)Sc1ccccc1Cl
i | 2.03 | O=C(CSc1ncn[nH]1)NCCc1ccc(Cl)cc1
i | -0.11 | Cc1ccc(S(=O)(=O)N2CCCOC2CNC(=O)C(=O)NCc2ccncc2)cc1 (stereo unspecified)
i | 0.29 | CCCCc1nnc(SCC(=O)Nc2nccs2)n1CC
i | -0.5 | Cc1nc(NC(=O)CN2CCOCC2)sc1-c1ccccc1
i | 0.72 | CCCCN1CNC(=S)N(c2ccccc2OCC)C1
i | -0.01 | CC(C)(C)OC(=O)[C@H](Cc1ccccc1)NC(=O)c1[nH]cnc1C(=O)Nc1ccc(Cl)cc1
i | 0.24 | CC1(c2ccc([N+](=O)[O-])cc2)CC(C)(C)N(C(=O)c2ccccc2)c2ccccc21 (stereo unspecified)
i | 0.06 | COc1ccccc1N1CCN(Cc2ccc(O)c3ncccc23)CC1
i | 0.37 | COC(=O)c1ccc(OCCn2cnc3ccccc3c2=O)cc1

# Screens deposited in PubChem BioAssay by Johns Hopkins Ion Channel Center.
